CBFb RUNX1 block = blocks binding between human CBF-beta and RUNX1 | AlphaScreen CBFb-His/RUNX1-biotin binding, biochemical | Potency, µM (highest dose often 59.8 µM), inactives show top-dose activity, negative = inhibition, most hits filed as inhibitors | 230,000 tested, under 10 active | AID 1477; further: % of control where 0% means no effect
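AlphaScreen proximity signal reports loss of binding between His-tagged CBF-beta and biotin-labelled RUNX1, each at 30 nM. Proteins are pre-associated for 20 minutes, compounds added for 15 minutes, then beads for 90 minutes, all at ambient temperature.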
Epigenetic derep = regulators of epigenetic silencing causing reporter derepression in mouse cells; murine LDR cells, GFP reporter derepression, 30 h; Potency, µM (titrated, usually from 53.9 µM), for the others: at the highest dose GFP activation, hits mostly activators; 280,000 compounds, 0.2% hits; AID 1865; further: potency means the concentration at half of the fitted maximal effect; % of control where 0% means no effect; nearly all actives have a fitted effect of over 60% in size
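Reporter derepression read as number of fluorescent GFP-positive objects, 20-120 um in size, counted by laser-scanning cytometer. Mouse LDR line with an epigenetically silenced CMV-GFP locus; compound incubation 30 h, 37 C.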
L3MBTL1 inh = inhibitors of human L3MBTL1; AlphaScreen L3MBTL1–H3K9me1 peptide binding; Potency, µM (highest dose often 57.1 µM), for the others: at the highest dose activity, negative = inhibition, hits mostly inhibitors; 230,000 compounds, 0.66% hits; further: potency means the concentration at half of the fitted maximal effect; on the % scale 0 is the no-effect control and ±100 the full control effect; nearly all actives have a fitted effect of over 60% in size
Target sequence (Q9Y468 whole entry, looked up): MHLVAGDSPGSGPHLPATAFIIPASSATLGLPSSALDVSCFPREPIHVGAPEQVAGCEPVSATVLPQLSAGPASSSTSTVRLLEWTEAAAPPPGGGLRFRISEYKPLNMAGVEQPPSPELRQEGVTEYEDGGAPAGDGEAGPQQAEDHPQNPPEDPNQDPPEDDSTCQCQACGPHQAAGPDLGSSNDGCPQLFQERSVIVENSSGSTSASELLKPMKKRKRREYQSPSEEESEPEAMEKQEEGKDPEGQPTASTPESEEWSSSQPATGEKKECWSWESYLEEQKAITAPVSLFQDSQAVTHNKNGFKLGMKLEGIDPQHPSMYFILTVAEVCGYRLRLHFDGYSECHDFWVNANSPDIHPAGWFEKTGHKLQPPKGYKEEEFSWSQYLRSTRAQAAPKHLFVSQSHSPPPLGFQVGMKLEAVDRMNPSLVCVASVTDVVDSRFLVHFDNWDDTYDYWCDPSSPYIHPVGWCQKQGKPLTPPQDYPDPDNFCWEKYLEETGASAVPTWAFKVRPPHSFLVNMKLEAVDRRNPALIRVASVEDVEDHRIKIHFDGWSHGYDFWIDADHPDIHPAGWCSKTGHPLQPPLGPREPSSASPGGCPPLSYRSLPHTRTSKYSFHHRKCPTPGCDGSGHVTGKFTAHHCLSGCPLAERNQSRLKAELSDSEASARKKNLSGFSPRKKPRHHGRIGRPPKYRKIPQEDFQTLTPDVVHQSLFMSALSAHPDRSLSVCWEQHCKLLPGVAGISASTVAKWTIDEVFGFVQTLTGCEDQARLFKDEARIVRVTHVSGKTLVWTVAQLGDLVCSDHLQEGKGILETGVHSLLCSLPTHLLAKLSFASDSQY
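Displacement of a biotinylated histone H3(1-15) peptide monomethylated at Lys9 (75 nM) from L3MBTL1 (50 nM) was measured by AlphaScreen after a 30 min room-temperature compound incubation; cefsulodin titration served as intraplate control.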
* = called active by the depositor; ? = inconclusive; · = not tested or not shown; & = joins results of further samples; [ ] = remark or other dose. The call rests on the fitted dose curve; in most records, active means well fitted curve in the direction sought with a large enough effect; inconclusive means small, poorly fitted or top-dose-only effect, or another doubt; inactive means no such curve, though single readings can be large; an effect the other way counts as inactive or inconclusive. The list is partial. The share of hits here may be higher or lower than overall.

Molecule	CBFb RUNX1 block	Epigenetic derep	L3MBTL1 inh
CCN1C(C)=C(C(=O)OC)C(c2ccccc2)N2C(=O)[C@](O)(C(=O)OC)CC(C(C)=O)=C12 (some centres undefined)	10%[13.1 µM]	0.0%[10.1 µM]	·
C=CCC1(C)OC=Cc2nc3cc(Cl)c(Cl)cc3nc21 (centres undefined)	-1%[13.1 µM]	0.0%[10.1 µM]	·
CCCCC#CC1C=CC(Oc2ccc(OC)cc2)C(CO)O1 (centres undefined)	6%[13.1 µM]	0.8%[10.1 µM]	·
CCOC(=O)[C@]1(C(/C=C/c2ccco2)NC(=O)OC)CCCC1=O (some centres undefined)	8%[13.1 µM]	0.0%[10.1 µM]	·
COc1ccc(O[C@H]2C=C[C@@H](c3ccccc3)O[C@H]2CO/N=C2/[C@H]3O[C@@H]3[C@@H](O)[C@H]3[C@H]2CCn2c(=O)n(-c4ccccc4)c(=O)n23)cc1	-8%[13.1 µM]	1.1%[10.1 µM]	·
Cc1ccc(OC2C(O)COC2/C=C/C#Cc2ccc(C(C)(C)C)cc2)cc1 (centres undefined)	17%&16%[13.1 µM]	0.8%&2.3%[10.1 µM]	·
COC(C(C)/C=C/CC(=O)OCCCc1ccccc1)C1CCCCC1 (centres undefined)	-4%[13.1 µM]	0.8%[10.1 µM]	·
CC(C)=CCC/C(C)=C/CO/N=C1/C[C@@H](O)[C@@H](O)[C@@H]2[C@@H]3C(=O)N(C4CCCCC4)C(=O)[C@H]3CC[C@@H]12	13%[13.1 µM]	2.3%[10.1 µM]	·
CCCCCCC/C=C/C1=CC2(C)CC1(C)C(CCCCCCC)CC2=O (centres undefined)	-13%[13.1 µM]	1.1%[10.1 µM]	·
COC(=O)C/C=C\[C@@H](C)[C@@H](/C=N\OCC[C@@H]1C=C[C@H](OC(C)=O)[C@H](COC(C)=O)O1)OC	10%[13.1 µM]	1.1%[10.1 µM]	·
CCCCCCC1=Cc2cc(OC)c(OC)cc2C(C(C(C)=O)C(=O)OCC)O1 (centres undefined)	3%[13.1 µM]	1.1%[10.1 µM]	·
CO[C@@H]1/C=C\CC(=O)N2CCC[C@@H]2C(=O)OC[C@H](C)C(=O)OC[C@H]1C	7%[13.1 µM]	0.0%[10.1 µM]	·

Single records, from the list above. Values in the order: CBFb RUNX1 block	Epigenetic derep	L3MBTL1 inh
COc1ccc(O[C@H]2C=C[C@@H](c3ccccc3)O[C@H]2CO/N=C2/[C@H]3O[C@@H]3[C@@H](O)[C@H]3[C@H]2CCn2c(=O)n(-c4ccccc4)c(=O)n23)cc1 reads -8%[13.1 µM]	1.1%[10.1 µM]	·
CCCCCCC1=Cc2cc(OC)c(OC)cc2C(C(C(C)=O)C(=O)OCC)O1 (centres undefined) reads 3%[13.1 µM]	1.1%[10.1 µM]	·

(further entries)
Molecule	CBFb RUNX1 block	Epigenetic derep	L3MBTL1 inh
C=CC[C@@H]1C=C[C@@H](O/N=C\c2ccc(C(=O)N3[C@H](c4ccc(C)cc4)[C@@H](C)CC[C@H]3C(=O)OC)cc2)[C@@H](CO)O1	14%[13.1 µM]	0.8%[10.1 µM]	·
CCN1C(=O)[C@H]2[C@H]3[C@H](O)[C@H](O)C/C(=N/O[C@@H]4O[C@H](COC(C)=O)[C@@H](OC(C)=O)[C@H](OC(C)=O)[C@H]4OC(C)=O)[C@@H]3CC[C@@H]2C1=O	1%[13.1 µM]	0.0%[10.1 µM]	·
CO[C@@H]1COC(=O)C/C=C\[C@H](C)[C@H](OC)COC(=O)[C@H]2CCCN2C(=O)C/C=C\[C@H]1C	13%[13.1 µM]	0.8%[10.1 µM]	·
O=C(N/N=C1/C[C@@H](O)[C@@H](O)[C@@H]2[C@H]3C(=O)N(c4ccc(F)cc4F)C(=O)[C@@H]3CC[C@@H]12)OCc1ccccc1	-2%[13.1 µM]	0.8%[10.1 µM]	·
CCN1C(=O)[C@H]2[C@H]3[C@H](O)[C@H](O)C/C(=N/OC)[C@@H]3CC[C@@H]2C1=O	7%[13.1 µM]	0.8%[10.1 µM]	·
CCOC(c1cc(OC)cc([N+](=O)[O-])c1OC)C(C)C(OC)[C@@H](C)/C=C/CC(=O)OC (some centres undefined)	-2%[13.1 µM]	0.0%[10.1 µM]	·
COC(=O)C1=C(C)N(Cc2ccccc2)C2=C(C(=O)c3ccccc3)C(c3ccccc3)[C@@](O)(C(=O)OC)C(=O)N2C1c1ccccc1 (some centres undefined)	6%&9%[13.1 µM]	0.8%&0.0%[10.1 µM]	·
CCCNC(=O)OC[C@@H]1O[C@H](c2ccccc2)C=C[C@@H]1Oc1ccc(OC)cc1	4%[13.1 µM]	0.8%[10.1 µM]	·
COC(=O)C1=C(C)N(Cc2ccccc2)[C@]23O[C@](C(=O)OC)(C(=O)N2C1c1ccccc1)C1C(=O)N(C)C(=O)C13 (some centres undefined)	3%&2%[13.1 µM]	2.2%&1.1%[10.1 µM]	·
COC(c1ccccc1)C(C)C(OC)C(C)C(OC)C(C)C(C)=O (centres undefined)	22%[13.1 µM]	1.1%[10.1 µM]	·
O=C(/C=C\c1ccc2c(c1)OCO2)c1ccc(F)cc1	-4%[13.1 µM]	0.0%[10.1 µM]	·
CC(C)(C)c1ccc(OC2C(O)COC2/C=C/C#Cc2ccccc2)cc1 (centres undefined)	3%&17%[13.1 µM]	0.8%&0.0%[10.1 µM]	·
CSCC[C@@H]1NC(=O)C/C=C\[C@@H](C)COC(=O)[C@H](C)COC1=O	12%[13.1 µM]	0.0%[10.1 µM]	·
CO[C@H]1COC(=O)C/C=C\[C@H](C)[C@@H](OC)COC(=O)[C@@H](C)COC(=O)C/C=C\[C@@H]1C	4%[13.1 µM]	0.0%[10.1 µM]	·
COc1ccc(-c2ccccc2C2NC(C(=O)O)CCC2C)cc1 (centres undefined)	16%[13.1 µM]	0.0%[10.1 µM]	·
CC1(C)OC(C(O)(c2cccc3c2oc2ccccc23)c2cccc3c2oc2ccccc23)C(C(O)(c2cccc3c2oc2ccccc23)c2cccc3c2oc2ccccc23)O1 (centres undefined)	1%[13.1 µM]	0.0%[10.1 µM]	·
CC(=O)OCC1OC(C#Cc2ccc(F)cc2F)C=CC1OC(C)=O (centres undefined)	8%[13.1 µM]	?	·
CC(=O)OC[C@@H]1O[C@H](CCO/N=C(\C)CCC(=O)OC[C@@H]2O[C@H](C#Cc3ccccc3)C=C[C@@H]2Oc2ccc(C)cc2)C=C[C@@H]1OC(C)=O	5%[13.1 µM]	-1.2%[10.1 µM]	·
O=c1n(-c2ccccc2)c(=O)n2n1CC[C@H]1/C(=N\OCc3ccccc3)[C@H]3O[C@@H]3[C@@H](O)[C@@H]12	6%[13.1 µM]	0.0%[10.1 µM]	·
C/C(CCC(=O)OC[C@@H]1O[C@H](C#Cc2ccccc2)C=C[C@@H]1Oc1ccc(C)cc1)=N/OC[C@@H](O)[C@H]1O[C@H]2OC(C)(C)O[C@H]2[C@@H]1O	11%[13.1 µM]	0.0%[10.1 µM]	·
CC1(C)O[C@H]2O[C@@H]([C@H](O)CON3C(=O)c4ccccc4C3=O)[C@H](O)[C@H]2O1	4%[13.1 µM]	0.0%[10.1 µM]	·
CCCCCCC#CC1C=CC(OC(=O)OCC)C(COC(=O)OCC)O1 (centres undefined)	-1%[13.1 µM]	?	·
COc1ccc(COC(=O)N/N=C2/C[C@@H](O)[C@@H](O)[C@@H]3[C@@H]4C(=O)N(Cc5ccc6c(c5)OCO6)C(=O)[C@H]4CC[C@H]23)cc1	3%[13.1 µM]	0.0%[10.1 µM]	·
C[C@H](O/N=C1/[C@H]2O[C@@H]2[C@@H](O)[C@H]2[C@H]1CCn1c(=O)n(-c3ccccc3)c(=O)n12)c1cn([C@H]2COC[C@H]2O)nn1	8%[13.1 µM]	0.0%[10.1 µM]	·
O=C1C[C@H](c2ccccc2)[C@@H](c2ccc(Br)cc2)O1	5%[13.1 µM]	0.0%[10.1 µM]	·
COC(=O)C[C@@H]1O[C@H]1[C@H](C)[C@@H](OC)C(C)C	19%[13.1 µM]	0.0%[10.1 µM]	·
CCOC(=O)OCC1C=C[C@H](c2cc(-c3ccccc3)ccc2O)C(c2ccc(C(C)=O)cc2)O1 (some centres undefined)	0%[13.1 µM]	2.3%[10.1 µM]	·
CC(C)=CCC/C(C)=C/CO/N=C1/C[C@@H](O)[C@@H](O)[C@@H]2[C@@H]3C(=O)N([C@@H](C)c4ccccc4)C(=O)[C@H]3CC[C@@H]12	-6%[13.1 µM]	0.0%[10.1 µM]	·
Cc1ccc(S(=O)(=O)N[C@H]2COC(=O)[C@@H](Cc3ccccc3)NC(=O)[C@@H](C)COC(=O)C/C=C\[C@@H]2C)cc1	5%&3%[13.1 µM]	0.0%&0.0%[10.1 µM]	·
CO[C@H]1COC(=O)[C@H]2CCCN2C(=O)C/C=C\[C@@H](C)[C@H](OC)COC(=O)[C@@H](OCc2ccccc2)/C=C\[C@@H]1C	2%[13.1 µM]	1.1%[10.1 µM]	·
CCOC(=O)CCN1C(=O)[C@H]2[C@@H]3[C@H](O)[C@H](O)CC(=O)[C@H]3CC[C@H]2C1=O	7%&20%[13.1 µM]	0.0%&0.0%[10.1 µM]	·
C=CCOC(=O)C(C(C)=O)C(NC(=O)OC)c1ccc(Cl)cc1 (centres undefined)	8%[13.1 µM]	0.8%[10.1 µM]	·
C=C(C)CC1(c2ccccc2)Oc2ccccc2-c2nc3cc(Cl)c(Cl)cc3nc21 (centres undefined)	-2%[13.1 µM]	0.8%[10.1 µM]	·
CCOC(=O)N/N=C1/C[C@@H](O)[C@@H](O)[C@@H]2[C@@H]3C(=O)N(Cc4ccccc4)C(=O)[C@H]3CC[C@H]12	1%[13.1 µM]	0.0%[10.1 µM]	·
CC(C)(C)c1ccc(OC2C=CC(C#Cc3ccccc3)OC2CO)cc1 (centres undefined)	11%[13.1 µM]	1.1%[10.1 µM]	·
O=C1CCCC=C1[C@H](O)c1ccc([N+](=O)[O-])cc1	20%[13.1 µM]	-1.6%[10.1 µM]	·
CO[C@@H]1COC(=O)[C@H](CCSC)NC(=O)C/C=C\[C@@H](C)COC(=O)[C@@H]2CCCN2C(=O)C/C=C\[C@H]1C	7%[13.1 µM]	0.0%[10.1 µM]	·
Cc1cc2c(c(=O)o1)[C@H](O)[C@H]1O[C@@H]1C2=O	14%[13.1 µM]	?	·
COc1ccccc1/C=C/C1=CC2(C)CC1(C)C(c1ccccc1OC)CC2=O (centres undefined)	18%[13.1 µM]	0.0%[10.1 µM]	·
Cc1ccc2[nH]c3nc(CCCn4ccnc4-c4ccccc4)nnc3c2c1	10%[13.1 µM]	0.0%[10.1 µM]	·
CCC(C(=O)OCC(=O)N(CC)c1c(N)n(Cc2ccccc2)c(=O)[nH]c1=O)c1ccccc1 (centres undefined)	·	·	-2%
O=S(=O)(c1ccc(Br)cc1)N1CCCc2ccccc21	·	·	28%
O=C(CNC(=O)c1n[nH]c2ccccc12)Nc1cc(Cl)ccc1Cl	·	·	0%
CN(C(=O)COC(=O)c1cc(S(=O)(=O)N2CCCCC2)ccc1Cl)c1ccccc1	·	·	-1%
CC(C)C[C@H](NC(=O)c1nc[nH]c1C(=O)N1CCNCC1)C(=O)OCc1ccccc1	·	·	-9%
Cc1cc2occ(CC(=O)N(CC(C)C)c3c(N)n(Cc4ccccc4)c(=O)[nH]c3=O)c2cc1C	·	·	-1%
O=C(COC(=O)c1cc(S(=O)(=O)N2CCOCC2)ccc1F)NC1CC1	·	·	-7%
O=C(NCCS(=O)(=O)N1CCN(c2cccc(Cl)c2)CC1)c1ccco1	·	·	-5%
CCOc1ccc(C(=O)NC2CC(C)(C)NC(C)(C)C2)cc1	·	·	1%
CCOc1ccccc1CN1CCN(Cc2ccc3cccc(OC)c3n2)CC1CCO (centres undefined)	·	·	-5%

Some entries already given, reduced to Epigenetic derep and L3MBTL1 inh.
| SMILES | Epigenetic derep | L3MBTL1 inh |
| --- | --- | --- |
| CC(C)C[C@H](NC(=O)c1nc[nH]c1C(=O)N1CCNCC1)C(=O)OCc1ccccc1 | · | -9% |
| Cc1cc2occ(CC(=O)N(CC(C)C)c3c(N)n(Cc4ccccc4)c(=O)[nH]c3=O)c2cc1C | · | -1% |
| O=C(COC(=O)c1cc(S(=O)(=O)N2CCOCC2)ccc1F)NC1CC1 | · | -7% |
| O=C(NCCS(=O)(=O)N1CCN(c2cccc(Cl)c2)CC1)c1ccco1 | · | -5% |
| CCOc1ccc(C(=O)NC2CC(C)(C)NC(C)(C)C2)cc1 | · | 1% |
| CCOc1ccccc1CN1CCN(Cc2ccc3cccc(OC)c3n2)CC1CCO (centres undefined) | · | -5% |

Bioassay records deposited in PubChem by National Center for Advancing Translational Sciences (NCATS).
